ssDAF12 agonist: S. stercoralis DAF-12 activation, primary screen; activation, % at 6.8 µM; HEK293 ssDAF-12/GRIP1 lit1-tk-luc reporter, luminescence; % of 3 µM dafachronic acid response; 370,000 compounds, 1% hits;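 active = activation above the mean over all tested compounds plus 3 SD, cut at about 0.9% in these data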;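 note: 0% = DMSO-only wells and 100% = 3 µM delta7-dafachronic acid wells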
hgDAF12 agonist: hgDAF-12 agonism, primary luciferase screen. HEK293 GAL4-hgDAF12 UAS-luciferase reporter, agonist luminescence; normalized to butyrate control. activation, % at 6.8 µM. 370,000 compounds, 1.8% hits;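 active = activation above a cutoff set at the mean of all screened compounds plus 3 SD, cut at about 10% in these data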;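 note: 0% = DMSO wells and 100% = sodium butyrate wells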
PLCb3 inh: blocks human PLC-beta3 enzyme activity; Purified PLC-beta3, fluorogenic substrate, fluorescence; inhibition, % at 12.2 µM; 370,000 compounds, 0.18% hits; AID 720704; Q01970; in the data active = inhibition above about 11%;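 note: 0% = median of compound wells on plate and 100% = full blocker control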
sPLA2-III inh: Inhibits HGIII-sPLA2 liposome hydrolysis, primary screen; Q9NZ20; inhibition, % at 12.2 µM; 370,000 compounds, 0.56% hits; QFRET BODIPY PC-A2 liposome hydrolysis, fluorescence;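 active = inhibition above mean plus 3 SD of compounds lying within the high and low control bounds, cut at about 19% in these data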;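 note: 0% = median of test compound wells and 100% = no enzyme DMSO wells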
Target sequence (Q9NZ20 whole entry, looked up): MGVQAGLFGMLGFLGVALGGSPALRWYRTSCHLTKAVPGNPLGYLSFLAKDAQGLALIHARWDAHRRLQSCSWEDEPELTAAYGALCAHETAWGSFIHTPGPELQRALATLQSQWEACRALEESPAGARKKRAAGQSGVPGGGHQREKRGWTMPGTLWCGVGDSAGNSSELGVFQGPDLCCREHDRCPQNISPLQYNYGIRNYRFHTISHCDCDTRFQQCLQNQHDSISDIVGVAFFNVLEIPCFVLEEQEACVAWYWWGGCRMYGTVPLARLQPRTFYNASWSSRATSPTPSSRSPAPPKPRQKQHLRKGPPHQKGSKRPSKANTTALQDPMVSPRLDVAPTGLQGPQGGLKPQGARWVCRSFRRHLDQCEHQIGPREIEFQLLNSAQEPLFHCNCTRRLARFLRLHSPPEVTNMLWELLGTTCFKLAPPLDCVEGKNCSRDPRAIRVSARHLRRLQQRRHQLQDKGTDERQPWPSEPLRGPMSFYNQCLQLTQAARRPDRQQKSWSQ
PG9 binder: small molecules binding HIV-1 gp120 antibody PG9; inhibition, % at 6.7 µM; 360,000 compounds, 0.43% hits; TR-FRET gp120-PG9 antibody binding; in the data active = inhibition above about 8.5%
DAX1 inh-1: blocks DAX1 repression of SF-1 activated StAR promoter; HEK293T StAR-luciferase reporter, SF-1/DAX-1 repression relief; inhibition, % at 6.8 µM; 370,000 compounds, 1.1% hits; AID 652010;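 active = inhibition above the mean over all tested compounds plus 3 SD, cut at about 3.6% in these data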;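 note: 0% = DAX-1 cells with DMSO and 100% = cells lacking DAX-1 with DMSO; higher inhibition means more luminescence from relief of DAX-1 repression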
SMARCA2 act: SMARCA2 function activation, primary screen; activation, % at 9.1 µM; MG213 cells, MMTV-luciferase reporter, dexamethasone, overnight; 370,000 compounds, 1% hits; in the data active = activation above about 7.8%;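 note: 0% = vehicle wells and 100% = reference activator wells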
DAX1 inh-2: inhibitors of human orphan nuclear receptor DAX1 (NR0B1) | P51843 | HEK293 Gal4-DAX1 luciferase reporter, luminescence | inhibition, % at 6.75 µM | 340,000 compounds, 0.99% hits | AID 504766;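 active = inhibition above the mean over all tested compounds plus 3 SD, cut at about 4.2% in these data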;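 note: 0% = DAX1-transfected cells with DMSO and 100% = empty-vector control cells with DMSO; inhibition shows as a rise in luminescence from relieved DAX1 repression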
Target sequence (P51843 207-470 limits assumed): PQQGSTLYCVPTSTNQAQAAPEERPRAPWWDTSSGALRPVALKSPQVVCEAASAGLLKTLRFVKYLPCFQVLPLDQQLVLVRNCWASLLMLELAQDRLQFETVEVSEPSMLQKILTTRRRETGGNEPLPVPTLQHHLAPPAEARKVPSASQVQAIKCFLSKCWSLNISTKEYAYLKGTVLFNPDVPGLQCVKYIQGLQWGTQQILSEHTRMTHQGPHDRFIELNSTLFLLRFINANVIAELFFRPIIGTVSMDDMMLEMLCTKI
hcDAF12 agonist: activates DAF-12 receptor from parasite H. contortus; HEK293 hcDAF-12 lit1-tk-luc reporter, luminescence; 0% DMSO, 100% Δ7-dafachronic acid; activation, % at 6.8 µM; 370,000 compounds, 1.4% hits;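 active = activation above the mean of all tested compounds plus 3 SD, cut at about 5.5% in these data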;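 note: 100% = response to 3 µM Δ7-dafachronic acid high control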
FXN GAA850 act: increases GAA850 frataxin promoter reporter activity; HEK293 lucGAA850 FXN promoter luciferase reporter, 24 h; percent of 10 µM SAHA response; activation, % at 6 µM; 360,000 compounds, 0.56% hits; AID 540364;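 active = activation above the average of all compounds screened plus 3 SD, cutoff fixed separately per campaign, cut at about 7.5% in these data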;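 note: 0% = DMSO wells and 100% = 10 µM SAHA wells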
NR1D1 modulator: modulates human Rev-erb alpha binding to DNA. P20393. Rev-erbα–FITC-DNA binding, fluorescence polarization, 90 min. activity, % at 10 µM. 370,000 compounds, 0.79% hits. AID 1259318;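 active = activity above about 14%, limit read from the data; passing the limit was not always enough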;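 note: 0% = DMSO wells with 35 nM protein and 100% = DMSO wells with 750 nM protein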
Starred values were filed as active, the others as inactive; i = inactive; · = no result given; & = joins results of further samples.

SMILES	ssDAF12 agonist	hgDAF12 agonist	PLCb3 inh	sPLA2-III inh	PG9 binder	DAX1 inh-1	SMARCA2 act	DAX1 inh-2	hcDAF12 agonist	FXN GAA850 act	NR1D1 modulator
O=C(CSc1nc2ccccc2c(=O)n1CCCN1CCOCC1)Nc1ccccc1OC(F)F	-0.8	-0.7	-1	-9	2.2	-0.3	-2	-0.5	-0.6	-0.5	1
Cc1c(C(=O)Nc2ccc(F)cc2)oc2ccc(S(=O)(=O)N3CCCC3)cc12	-1.2	2.9	0	-5	-0.1	0.2	0	-0.6	1.8	0.0	2
CCNC(=O)C1(C)CCCN1Cc1cccc(C(F)(F)F)c1 (configuration not stated)	-0.5	-3.5	3	6	0.4	0.3	-2	·	-1.1	2.1	3
CN1CCCN(C(=O)c2ccc(Cl)cc2)CC1	-1.3	-2.9	0	-1	1.0	-0.2	-2	0.6	-1.3	0.9	4
Cc1cc(C)c(C#N)c(OCC2CCCO2)n1 (configuration not stated)	-1.8	0.9	11*	6	0.5	1.1	-2	·	-1.8	·	-6
COc1ccccc1NC(=O)c1ccc(CS(=O)(=O)c2ccc(C)cc2)cc1	-1.8	-2.4	-6	-4	-2.2	0.0	2	-1.0	0.4	2.0	-3
Cc1ccc(-n2c(Cc3cccs3)nnc2SCc2ccc(Br)cc2)cc1	-1.2	-2.4	0	-6	·	-0.2	-6	·	-3.5	·	5
N#CCCn1cc(/C=N/O)c(-c2ccc(Cl)cc2)n1	-2.1	2.1	0	-9	0.2	-0.7	-2	0.1	-0.5	1.8	3
CC1(C(=O)NCc2cccc(C(F)(F)F)c2)CCN1CCc1ccccc1 (configuration not stated)	-1.4	-4.3	-1	12	-1.1	-0.5	-5	·	-1.6	0.8	-1
COC(=O)c1oc2c(c1C)C1(CCC2)SCCS1	-1.1	-3.1	-2	-2	-2.2	-0.7	0	1.0	-2.0	-0.7	-1
CSc1ccc(Cn2c(C)c(C(=O)NCc3ccc(Cl)c(Cl)c3)sc2=O)cc1	-1.8	-3.6	3	-15	1.1	-2.9	-1	·	-4.0	-1.8	1
Cc1ccc(C(=O)Nc2c(C)cc(C)c3cccnc23)cc1	-1.4	-2.0	-3	-3	-0.6	0.1	-1	0.6	-0.4	0.9	-5
N#CCCn1cc(CNCc2ccccc2)c(-c2cccc([N+](=O)[O-])c2)n1	-1.0	1.5	-9	4	-3.1	0.2	1	-0.2	-0.8	2.0	-4
CCCCNC(=O)N1CCN(c2ccccc2OC)CC1	-1.1	-2.0	-1	1	-0.3	0.3	-2	0.9	-0.5	2.1	1
CC(C)C(NC(=O)c1cccs1)C(=O)NC1CCCCC1 (configuration not stated)	-0.8	-0.4	-3	1	-2.7	0.7	-2	1.1	1.9	-1.9	5
CCN(c1ccc(NC(=O)COC(=O)/C=C/c2ccco2)cc1)C(C)C	-0.2	1.7	-9	16	-1.3	-1.5	-1	-0.4	-0.2	0.6	5
COc1ccc(S(=O)(=O)N2CCCCCC2)cc1NC(=O)c1ccccc1F	-1.9	0.5	-8	11	-2.5	-2.1	-2	0.3	-0.3	1.6	-4
CC1(C)CC(=O)C(C=Nc2ccc(C(=O)c3ccccc3)cc2N=CC2=C(O)CC(C)(C)CC2=O)=C(O)C1	-0.9	2.2	i	-61	-2.9	-0.2	-2	-0.6	0.3	4.0	2
CCN(CC)C(=O)CNc1nnnn1-c1ccccc1	0.1	2.3	6	4	·	0.2	1	·	0.7	·	-3
FC(F)Oc1ccc(NC(=S)NCc2nc3ccccc3[nH]2)cc1	-1.1	1.4	-13	-2	0.1	-0.2	-2	0.6	1.3	0.3	2
O=C(c1cccc([N+](=O)[O-])c1)N1CCCC(C(=O)N2CCCCCC2)C1 (configuration not stated)	-1.9	0.0	2	-2	-1.0	-0.3	-4	-2.0	-0.2	0.5	-3
CCC(C)N(C(=O)Cn1nnc2ccccc21)C(C(=O)Nc1ccc(F)cc1)c1cccc(OC)c1 (configuration not stated)	-1.2	-2.8	7	-46	-1.5	-0.3	6	-0.6	-1.9	-3.9	-2
O=C(C1CCN(S(=O)(=O)N2CCCC2)CC1)N1CCCCC1	-1.4	0.3	5	13	-1.7	-0.1	-4	-0.5	-0.9	3.9	3
COc1ccccc1CCNC(=O)Cn1ccc2cc(S(=O)(=O)N3CCC(C)CC3)ccc21	-1.7	-2.6	-9	-28	-1.9	-2.9	-3	-0.3	-0.2	-4.5	-5
COc1ccc2nc3cc([N+](=O)[O-])ccc3c(NNc3ccc([N+](=O)[O-])cc3)c2c1	-1.0	1.4	-5	1	-4.4	-0.5	-1	-0.1	-1.2	1.8	7
CC(C)=C1C2CCC1C1C(=O)N(CCc3ccccc3)C(=O)C21 (configuration not stated)	-1.0	0.6	-1	7	1.5	0.2	-3	1.0	-1.6	2.6	5
Cc1ccccc1NC(=S)NC(=O)C1CCCCC1	-0.8	0.9	-4	13	-0.7	0.1	-1	0.2	0.9	-1.0	6
Cc1cccc(NC(=S)NNC(=O)c2ccc(O)cc2O)c1C	-0.1	0.3	-5	42*	-3.7	0.2	-1	0.1	0.0	1.0	0
N#Cc1cccc(C(c2nnnn2C2CCCC2)N2CCCCCC2)c1 (configuration not stated)	-1.8	2.2	2	-5	0.0	-0.9	4	-1.4	-0.6	3.2	2
CCN(CC)C(=O)c1cccc(-c2csc(C(O)c3ccco3)n2)c1 (configuration not stated)	-1.1	1.6	-80	0	0.5	3.4	-3	·	0.7	3.0	-4

Twelve structures out of the list, arranged by length of the SMILES, ascending.
SMILES	ssDAF12 agonist	hgDAF12 agonist	PLCb3 inh	sPLA2-III inh	PG9 binder	DAX1 inh-1	SMARCA2 act	DAX1 inh-2	hcDAF12 agonist	FXN GAA850 act	NR1D1 modulator
Cc1ccccc1NC(=S)NC(=O)C1CCCCC1	-0.8	0.9	-4	13	-0.7	0.1	-1	0.2	0.9	-1.0	6
CCN(CC)C(=O)CNc1nnnn1-c1ccccc1	0.1	2.3	6	4	·	0.2	1	·	0.7	·	-3
Cc1cccc(NC(=S)NNC(=O)c2ccc(O)cc2O)c1C	-0.1	0.3	-5	42*	-3.7	0.2	-1	0.1	0.0	1.0	0
N#Cc1cccc(C(c2nnnn2C2CCCC2)N2CCCCCC2)c1 (configuration not stated)	-1.8	2.2	2	-5	0.0	-0.9	4	-1.4	-0.6	3.2	2
FC(F)Oc1ccc(NC(=S)NCc2nc3ccccc3[nH]2)cc1	-1.1	1.4	-13	-2	0.1	-0.2	-2	0.6	1.3	0.3	2
CC(C)=C1C2CCC1C1C(=O)N(CCc3ccccc3)C(=O)C21 (configuration not stated)	-1.0	0.6	-1	7	1.5	0.2	-3	1.0	-1.6	2.6	5
CCN(c1ccc(NC(=O)COC(=O)/C=C/c2ccco2)cc1)C(C)C	-0.2	1.7	-9	16	-1.3	-1.5	-1	-0.4	-0.2	0.6	5
O=C(c1cccc([N+](=O)[O-])c1)N1CCCC(C(=O)N2CCCCCC2)C1 (configuration not stated)	-1.9	0.0	2	-2	-1.0	-0.3	-4	-2.0	-0.2	0.5	-3
COc1ccccc1CCNC(=O)Cn1ccc2cc(S(=O)(=O)N3CCC(C)CC3)ccc21	-1.7	-2.6	-9	-28	-1.9	-2.9	-3	-0.3	-0.2	-4.5	-5
CCC(C)N(C(=O)Cn1nnc2ccccc21)C(C(=O)Nc1ccc(F)cc1)c1cccc(OC)c1 (configuration not stated)	-1.2	-2.8	7	-46	-1.5	-0.3	6	-0.6	-1.9	-3.9	-2
COc1ccc2nc3cc([N+](=O)[O-])ccc3c(NNc3ccc([N+](=O)[O-])cc3)c2c1	-1.0	1.4	-5	1	-4.4	-0.5	-1	-0.1	-1.2	1.8	7
CC1(C)CC(=O)C(C=Nc2ccc(C(=O)c3ccccc3)cc2N=CC2=C(O)CC(C)(C)CC2=O)=C(O)C1	-0.9	2.2	i	-61	-2.9	-0.2	-2	-0.6	0.3	4.0	2

The results go on.
SMILES	ssDAF12 agonist	hgDAF12 agonist	PLCb3 inh	sPLA2-III inh	PG9 binder	DAX1 inh-1	SMARCA2 act	DAX1 inh-2	hcDAF12 agonist	FXN GAA850 act	NR1D1 modulator
CCNC(=S)NCC	-1.3	-0.9	-4	14	2.1	-0.6	-4	0.0	0.8	-0.4	-1
COc1cc(-c2cnc3c(NC(C)=O)cc(-c4cccc(C(=O)NCCO)c4)cn23)cc(OC)c1OC	-1.3	-1.3	-66	1	-1.0	-1.9	0	·	-1.4	1.8	0
CCOC(=O)C1=C(COC(=O)/C=C/c2ccccc2Cl)NC(=O)NC1C (configuration not stated)	-0.8	0.0	-8	-8	0.9	1.2	4	1.0	-0.4	8.0*	5
CC(C)(C)n1nnnc1C(c1ccccc1)N1CCN(c2ncccc2C(F)(F)F)CC1 (configuration not stated)	-1.5&-0.9	3.9&0.0	1&5	-1&1	-0.8&-2.4	-2.1&-4.8	6&-2	·	0.8&-1.0	·	-3&-3
O=C(c1cccc(N2C(=O)c3ccccc3C2=O)c1)N1CCCC(C(F)(F)F)C1 (configuration not stated)	-0.8	2.8	-6	4	-1.4	3.0	-2	0.1	2.5	2.3	-1
COc1ccccc1C1CC(c2ccc(NS(C)(=O)=O)cc2)=NN1C(=O)c1ccccc1 (configuration not stated)	-0.8	-1.9	-12	-11	-1.7	-0.7	-1	-0.7	-0.6	1.4	2
O=C(OC(C(=O)NCc1ccc(F)cc1)c1ccccc1)c1ccco1 (configuration not stated)	-0.6	3.5	-7	0	-1.0	-0.2	-1	0.4	0.4	0.9	3
C/C(=N\NC(=O)C1COc2ccccc2O1)c1ccc(Cl)s1 (configuration not stated)	-1.7	-2.1	-5	-2	24*	-1.8	0	0.5	-1.3	-0.3	-2
COc1ccc(NC(=O)c2sc3nc(-c4cccnc4)ccc3c2N)cc1	-1.5	2.5	-66	0	-1.4	-0.5	-2	-3.3	0.5	1.0	-20
O=C(O)c1cc(NS(=O)(=O)c2ccc(NCc3ccccc3)c([N+](=O)[O-])c2)cc(C(=O)O)c1	-1.4	1.9	-4	1	-2.9	0.7	2	1.3	-0.8	0.2	4
O=C(CC1C(=O)NCCN1Cc1ccccc1C(F)(F)F)NC1CCCC1 (configuration not stated)	0.0	1.2	-21	1	-1.8	0.8	0	0.5	-1.4	1.7	0

Screens as filed in PubChem BioAssay.
